# Rac1 mut GTP: human Rac1 activated mutant GTP binding change; P63000; GST-Rac1 activated beads, fluorescent GTP binding, flow cytometry; actives lie on both sides; 100% means binding = to untreated wells; percent activity (GTP binding), % at 10 µM; 190,000 tested, 0.11% active;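 active = GTP binding at least 20 percentage points away from the 100% baseline, in either direction, so actives lie on both sides; inconclusive = Compound likely fluorescent itself, or too few beads counted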
# Bcl-B Bim block: human Bim-Bcl-B interaction inhibition; Q9HD36; bead-based flow cytometry, Bim peptide-Bcl-B binding; inhibition, % at 10 µM; 190,000 tested, 0.073% active; AID 951;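 also: 0% = tracer peptide without compound and 100% = reference inhibitor peptide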
# Target sequence (Q9HD36 whole entry, looked up): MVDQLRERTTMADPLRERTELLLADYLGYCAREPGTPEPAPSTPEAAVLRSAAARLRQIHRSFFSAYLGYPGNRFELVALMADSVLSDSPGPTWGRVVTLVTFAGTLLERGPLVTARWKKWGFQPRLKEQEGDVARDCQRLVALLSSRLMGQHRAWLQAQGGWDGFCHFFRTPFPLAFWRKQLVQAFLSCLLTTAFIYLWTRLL
# Rab7 wt modul: dog Rab7 wildtype GTP binding, inhibitors and activators; GST-Rab7 beads, fluorescent GTP binding, flow cytometry; actives lie on both sides; untreated = 100%, excess cold GTP = 0%; GTP binding activity (percent of control), % at 10 µM; 190,000 tested, 0.055% active;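 active = fluorescent GTP binding to Rab7 beads changed by at least 20 points from the 100% baseline, either direction, mostly lower; inconclusive = compound itself probably fluorescent, or too few beads counted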;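 also: median green fluorescence of bound Bodipy-FL-GTP per Rab7 bead population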
# Bim-Bcl-W: human Bim-Bcl-W interaction inhibition. bead-based flow cytometry, Bim peptide-Bcl-W binding. Q92843. AID 952. inhibition, % at 10 µM. 190,000 tested, 0.02% active;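 also: 0% = bound tracer without compound and 100% = peptide blocker; higher means less fluorescent Bim peptide bound to Bcl-W beads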
# Cdc42 wt GTP: human Cdc42 wildtype GTP binding change, either direction; AID 761; GST-Cdc42 beads, Bodipy-GTP binding, flow cytometry; actives lie on both sides; percent activity (GTP binding), % at 10 µM; 190,000 tested, 0.2% active;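 active = percent activity GTP binding at least 20 points away from the 100% baseline, either down as inhibitor or up as activator; inconclusive = compound flagged as likely green fluorescent from well-wide comparison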;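 also: median bead fluorescence of bound Bodipy-FL-GTP at 100 nM; 0% = excess unlabeled GTP control and 100% = no compound control; below 100% means less GTP binding so inhibitor and above means activator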
# Target sequence (P60953 whole entry, looked up): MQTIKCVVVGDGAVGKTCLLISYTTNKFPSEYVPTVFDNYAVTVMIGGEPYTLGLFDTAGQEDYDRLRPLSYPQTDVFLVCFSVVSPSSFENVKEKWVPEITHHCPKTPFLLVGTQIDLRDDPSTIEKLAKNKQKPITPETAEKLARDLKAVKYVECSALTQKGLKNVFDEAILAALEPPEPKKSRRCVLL
# Bim-Bcl-2: inhibitors of Bim-Bcl-2 interaction, human; P10415; inhibition, % at 10 µM; Bead-based flow cytometry, Bim peptide-Bcl-2 binding; 190,000 tested, 0.06% active; in the data active = inhibition above about 40%; inconclusive = no clear call, values can overlap the other calls;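 also: 0% = no compound wells with probe peptide and 100% = reference peptide inhibitor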
# Rac1 wt GTP bind: alters GTP binding to wildtype human Rac1; P63000; GST-Rac1 beads, fluorescent GTP binding, flow cytometry; actives lie on both sides; 0 = cold GTP competed, 100 = untreated; GTP binding activity (% of control), % at 10 µM; 190,000 tested, 0.27% active;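 active = GTP binding activity at least 20 points away from the 100% control level, either lower or higher; inconclusive = compound flagged as likely green fluorescent, judged across all proteins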
# Rab2A wt mod: changes GTP binding to wildtype dog Rab2A, up or down; P61105; GST-Rab2 wt beads, Bodipy-GTP binding, flow cytometry; GTP binding activity, % at 10 µM; 190,000 tested, 0.19% active; AID 760;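 active = GTP binding activity at least 20 points away from 100%, either lowered or raised; inconclusive = signal likely due to the compound's own green fluorescence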;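 also: 0% = beads with excess unlabeled GTP and 100% = no-compound control corrected for plate trend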
# HRas wt GTP: human HRas wildtype GTP binding, change in either direction | GST-Ras wt beads, Bodipy-FL-GTP binding, flow cytometry; actives lie on both sides | 190,000 tested, 0.14% active | GTP binding activity, % at 10 µM;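 active = GTP binding activity at least 20% away from the 100% baseline, either lowered as inhibitor or raised as activator; inconclusive = flagged as likely green fluorescent, judged across all proteins in the well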;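 also: 0% = unlabeled GTP competition control and 100% = no-compound control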
# Target sequence (P01112 whole entry, looked up): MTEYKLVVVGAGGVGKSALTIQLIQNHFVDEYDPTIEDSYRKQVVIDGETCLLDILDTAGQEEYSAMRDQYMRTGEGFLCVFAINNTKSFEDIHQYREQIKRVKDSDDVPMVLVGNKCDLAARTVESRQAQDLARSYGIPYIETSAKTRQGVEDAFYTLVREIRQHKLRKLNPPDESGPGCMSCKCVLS
# Bim-Bfl-1: human Bim-Bfl-1 interaction inhibition | Q16548 | Bead-based flow cytometry, Bim-Bfl-1 binding inhibition | inhibition, % at 10 µM | 190,000 tested, 0.12% active | AID 1008;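 also: 0% = wells without compound plus tracer and 100% = blocker peptide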
# Bim-Bcl-XL: inhibitors of Bim-Bcl-XL interaction, human; Q07817; Bim peptide-Bcl-XL binding, bead flow cytometry, fluorescence; inhibition, % at 10 µM; 190,000 tested, 0.04% active; AID 1007
# Target sequence (Q07817 whole entry, looked up): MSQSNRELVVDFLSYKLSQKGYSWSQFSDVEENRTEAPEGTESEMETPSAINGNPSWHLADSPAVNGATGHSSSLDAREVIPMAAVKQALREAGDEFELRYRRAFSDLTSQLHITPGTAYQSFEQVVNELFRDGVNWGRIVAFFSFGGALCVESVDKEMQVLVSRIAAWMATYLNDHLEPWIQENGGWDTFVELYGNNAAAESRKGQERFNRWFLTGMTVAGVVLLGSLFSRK
# * hit, by the source's call; ? = inconclusive. Rule as the data show it, unless noted: active = inhibition above about 40%.
[1] CC1(C)CC(n2c(=S)[nH]c3ccccc3c2=O)CCO1 (stereo not given)
[2] O=[N+]([O-])c1ccc(OCCN2CCNCC2)cc1
[3] CC(C)C(NC(=O)c1ccccc1)C(=O)NCC(c1ccccc1)N(C)C (stereo not given)
[4] Cc1ccc(-c2nnc(Nc3ccc(C(=O)N(C)C)cc3)c3ccccc23)cc1S(=O)(=O)NCC1CCCO1 (stereo not given)
[5] O=C(C1CC2C=CC1C2)N1CCN(c2ccccc2)CC1 (stereo not given)
[6] O=C(Cn1cnnn1)Nc1ccccc1Cc1ccccc1
[7] COc1cc(-c2cccs2)cc(=O)c2c(C)oc(C)c12
[8] CCCCCCCCCC(=O)N/N=C(\C)c1cccnc1
Screen / compound no.	1	2	3	4	5	6	7	8
Bim-Bcl-W	-2	0	-2	-7	0	-4	5	-34
Bim-Bcl-XL	0	1	-2	-6	1	-2	0	-28
Rac1 mut GTP	96	97	95	99	96	103	97	101
Rac1 wt GTP bind	97	102	101	101	100	107	100	102
Rab7 wt modul	102	100	105	97	97	98	99	98
Cdc42 wt GTP	100	100	100	97	98	105	99	97
Rab2A wt mod	98	100	100	98	99	98	98	100
Bim-Bfl-1	0	-4	-5	-5	-5	-6	0	-33
Bcl-B Bim block	-11	-2	-5	-9	1	-6	-3	-45
Bim-Bcl-2	1	0	-2	-5	-4	-4	-1	-39
HRas wt GTP	101	98	100	98	97	104	102	101

# Among those listed so far, 2 contain four or more nitrogen atoms:
[4] Cc1ccc(-c2nnc(Nc3ccc(C(=O)N(C)C)cc3)c3ccccc23)cc1S(=O)(=O)NCC1CCCO1 (stereo not given)
[6] O=C(Cn1cnnn1)Nc1ccccc1Cc1ccccc1
Screen / compound no.	4	6
Bim-Bcl-W	-7	-4
Bim-Bcl-XL	-6	-2
Rac1 mut GTP	99	103
Rac1 wt GTP bind	101	107
Rab7 wt modul	97	98
Cdc42 wt GTP	97	105
Rab2A wt mod	98	98
Bim-Bfl-1	-5	-6
Bcl-B Bim block	-9	-6
Bim-Bcl-2	-5	-4
HRas wt GTP	98	104

# Later entries
[9] CCOC(=O)CC(NC(=O)c1cccs1)c1ccc(OCC)cc1 (stereo not given)
[10] OCCC1CN(Cc2cccn2-c2cccnc2)CCN1C1CCCCC1 (stereo not given)
[11] CSc1nc(C)c2cc(C)oc2n1
[12] O=c1[nH]c(CN2CCN(c3ccccc3)CC2)nc2ccccc12
[13] COC(=O)CSc1nc(-c2ccc(C)cc2)c2c(c1C#N)CCCC2
[14] CCn1ccnc1C(O)c1ccccc1OC (stereo not given)
[15] COc1cc2c(cc1NC(=O)CN1CCN(S(=O)(=O)c3ccc(F)cc3)CC1)oc1ccccc12
[16] CC(=O)c1sc(NC(=O)CCCOc2ccccc2C)nc1C
Screen / compound no.	9	10	11	12	13	14	15	16
Bim-Bcl-W	-2	-5	0	-2	2	0	3	0
Bim-Bcl-XL	-2	-2	-6	0	-2	0	-1	0
Rac1 mut GTP	99	95	?	101	95	95	?	97
Rac1 wt GTP bind	103	96	?	103	98	99	?	100
Rab7 wt modul	97	99	?	108	98	100	?	102
Cdc42 wt GTP	104	97	?	108	98	99	?	97
Rab2A wt mod	100	98	?	106	96	97	?	98
Bim-Bfl-1	-5	-9	-16	-2	0	1	-8	-4
Bcl-B Bim block	0	-9	-4	1	-4	-1	-5	-4
Bim-Bcl-2	-3	-4	-7	-2	0	-3	-1	-2
HRas wt GTP	101	97	?	109	98	98	?	99

# Single records (already shown). Screens in order: Bim-Bcl-W | Bim-Bcl-XL | Rac1 mut GTP | Rac1 wt GTP bind | Rab7 wt modul | Cdc42 wt GTP | Rab2A wt mod | Bim-Bfl-1 | Bcl-B Bim block | Bim-Bcl-2 | HRas wt GTP
# `COc1cc(-c2cccs2)cc(=O)c2c(C)oc(C)c12` is listed as 5 | 0 | 97 | 100 | 99 | 99 | 98 | 0 | -3 | -1 | 102
# `O=C(C1CC2C=CC1C2)N1CCN(c2ccccc2)CC1` (stereo not given) is listed as 0 | 1 | 96 | 100 | 97 | 98 | 99 | -5 | 1 | -4 | 97
# `OCCC1CN(Cc2cccn2-c2cccnc2)CCN1C1CCCCC1` (stereo not given) is listed as -5 | -2 | 95 | 96 | 99 | 97 | 98 | -9 | -9 | -4 | 97
# `CC1(C)CC(n2c(=S)[nH]c3ccccc3c2=O)CCO1` (stereo not given) is listed as -2 | 0 | 96 | 97 | 102 | 100 | 98 | 0 | -11 | 1 | 101

# New compounds follow:
[17] Cn1c(=O)c2c(nc(SCC(=O)OCc3ccccc3)n2C)n(C)c1=O
[18] O=S(Cc1ccccc1)CC(O)(c1ccc(Cl)cc1)c1ccc(Cl)cc1 (stereo not given)
[19] CC(C)NS(=O)(=O)c1cc(C(=O)O)ccc1Cl
[20] CCOC(=O)N1CCN(C(=O)C(=O)NNC(=O)COc2ccc(Cl)c(C)c2)CC1
[21] CC(=O)OC1OCCOC1NC(=S)NCc1ccco1 (stereo not given)
[22] CCCC(=O)Nc1sc2c(c1C(=O)Nc1ccccn1)CCCC2
[23] COc1ccc(/C=N/NC(=O)CCCOc2ccc(Cl)cc2Cl)cc1[N+](=O)[O-]
[24] CSc1ccc(S(=O)(=O)NCCOc2ccccc2C)cc1
Screen / compound no.	17	18	19	20	21	22	23	24
Bim-Bcl-W	-3	0	0	-4	-1	-3	0	-1
Bim-Bcl-XL	-2	-1	1	-7	-5	-7	0	-7
Rac1 mut GTP	100	102	95	102	97	99	95	98
Rac1 wt GTP bind	101	102	100	107	99	100	98	102
Rab7 wt modul	104	102	95	102	99	104	95	99
Cdc42 wt GTP	105	105	97	101	101	99	97	99
Rab2A wt mod	103	105	95	101	99	98	95	97
Bim-Bfl-1	-1	-2	0	0	-1	-6	-1	-10
Bcl-B Bim block	0	3	-2	-4	-10	-5	0	-10
Bim-Bcl-2	-2	0	2	-2	-1	-4	-2	-6
HRas wt GTP	104	103	96	101	101	101	97	99

[25] Cc1ccccc1-n1nc(-c2cccnc2)cc1C(=O)NN
[26] O=c1cc(Cl)c(-c2ccccc2)n[nH]1
[27] CCN1CCCC1CNC(=O)C1CCCN(S(=O)(=O)c2cccc3nsnc23)C1 (stereo not given)
[28] C[C@@H]1C=C(C(=O)N2CCOCC2)O[C@H](OCc2ccc(CO)cc2)C1
[29] Cc1ccc(-c2nn(-c3ccccc3)cc2/C=N/NC(=O)c2ccncc2)o1
[30] O=C(O)Cc1ccc(O)c(F)c1
[31] CCCn1nnnc1SCC(=O)Nc1nnc(CC)s1
[32] CCOCCCNC(=O)CN1C(=O)CSc2cc(S(=O)(=O)N3CCCCCC3)ccc21
Screen / compound no.	25	26	27	28	29	30	31	32
Bim-Bcl-W	0	-3	4	-1	1	-1	-1	-5
Bim-Bcl-XL	1	-7	2	-3	0	-3	-1	-7
Rac1 mut GTP	99	99	100	97	93	99	96	100
Rac1 wt GTP bind	100	100	102	98	90	105	99	103
Rab7 wt modul	97	100	104	101	103	99	103	100
Cdc42 wt GTP	99	100	103	95	90	105	101	101
Rab2A wt mod	97	98	102	100	93	103	98	100
Bim-Bfl-1	-1	-18	-7	-2	11	0	-1	-22
Bcl-B Bim block	2	-13	-8	-1	-4	-7	-1	-11
Bim-Bcl-2	2	-10	0	-1	2	2	-1	-12
HRas wt GTP	98	99	103	98	94	102	103	101

[33] Cc1ccccc1NC(=S)NC(=O)c1cc(-c2ccccc2)nc2ccccc12
[34] Clc1cccc(Cl)c1COc1ccccn1
[35] O=C(CN1CCc2ccccc21)NC(c1ccccc1)c1ccccc1
[36] Cc1ccc(NC(=S)NCC2CCCO2)cc1C (stereo not given)
[37] Cc1ccc(NC(=O)c2ccccc2)s1
[38] CC(=O)c1ccc(NS(=O)(=O)c2ccccc2)cc1
[39] CCOc1cc(CNCc2ccccn2)cc(Cl)c1OCC
[40] CCCCC(=O)Nc1ccc2c3c(cccc13)CC2
Screen / compound no.	33	34	35	36	37	38	39	40
Bim-Bcl-W	-2	1	2	-7	-2	-1	0	-5
Bim-Bcl-XL	-4	-6	-10	-9	-12	-1	-4	-9
Rac1 mut GTP	96	97	99	100	96	100	96	99
Rac1 wt GTP bind	97	100	103	101	94	102	98	100
Rab7 wt modul	98	102	99	96	96	103	99	99
Cdc42 wt GTP	99	99	101	101	94	102	97	97
Rab2A wt mod	99	101	99	100	98	103	99	100
Bim-Bfl-1	0	-15	0	-3	-12	-9	-1	-2
Bcl-B Bim block	2	-8	-4	-10	-12	-4	-10	-6
Bim-Bcl-2	0	-12	-3	-6	-6	-5	0	-6
HRas wt GTP	97	103	100	101	97	102	98	99

[41] CCOCC(=O)Nc1ccccc1C(=O)N1CCOCC1
[42] CCOC(=O)CSc1ccc(S(=O)(=O)N(C)C2CCCCC2)cc1[N+](=O)[O-]
[43] COc1cc(C(=O)NNc2nc3cc4c(cc3s2)OCO4)cc(OC)c1OC
[44] COc1ccc(Nc2ccc(S(=O)(=O)N3CCCCCC3)cc2[N+](=O)[O-])cc1
Screen / compound no.	41	42	43	44
Bim-Bcl-W	-1	-3	-5	-3
Bim-Bcl-XL	-7	-11	-4	-9
Rac1 mut GTP	95	91	95	99
Rac1 wt GTP bind	102	89	100	101
Rab7 wt modul	94	93	98	98
Cdc42 wt GTP	98	93	98	97
Rab2A wt mod	97	91	98	100
Bim-Bfl-1	-3	-15	4	-13
Bcl-B Bim block	-6	-13	-13	-9
Bim-Bcl-2	0	-10	0	-4
HRas wt GTP	97	94	96	99

# Assay outcomes (PubChem BioAssay)
